# HIF activator: HIF pathway transcriptional activation. activation, % at 7.5 µM (by protocol). 300,000 tested, 0.32% active. U2OS HRE-luciferase reporter, luminescence; normalized: DMSO 0%, desferrioxamine 100%. AID 1910;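 active = mean activation of at least 10% of the iron chelator positive control signal, with at least half of replicates also reaching 10%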
# HSF1 activator: increases HSF-1 driven luciferase reporter signal; NIH3T3-HGL HSF-1 luciferase reporter, MG132, 8 h; 100% = twice DMSO control signal; activation, % at 9 µM; 300,000 tested, 1.7% active;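 active = mean replicate activation of at least 50% with a set share of replicates each reaching 50%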;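 also: 0% = median of the neutral control wells and 100% = twice that signal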
# AI-2 QS modul: modulates the Vibrio harveyi AI-2 quorum sensing system. activity change, % at 7.5 µM. Vibrio harveyi JMH597 AI-2 luminescence/OD600 ratio, 9 h; hits give low values; strain lacks LuxN and CqsS sensors; 0 = neutral-control median. 300,000 tested, 0.4% active. AID 2094; in the data active = activity change below about -75%, passing the limit was not always enough;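 also: luminescence divided by OD600 gain over 9 h not by final OD600 alone; inactives centre near 13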
# aSyn 5UTR inh: MLPCN primary screen, SNCA 5' untranslated region. alpha-synuclein 5'UTR reporter, inhibitor activity. 300,000 tested, 0.82% active. inhibition, % (tested at 7.5 µM); in the data active = inhibition above about 60%;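 also: H4 neuroglioblastoma cells stably carrying SNCA 5'UTR luciferase fusion; 0% = DMSO wells and 100% = positive control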
# SKKanGAS inh: blocks kanamycin growth of S. pyogenes SKKanGAS strain; BacTiter-Glo, 6 h; AID 1662; inhibition, % at 7.5 µM; 300,000 tested, 1.3% active;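 active = mean replicate score, as percent of positive control median, at least 50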;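 also: strain carries kanamycin resistance gene driven by streptokinase promoter and grows in 40 µg/ml kanamycin; loss of luminescence reflects streptokinase promoter inhibition or plain growth inhibition; 0% = median of DMSO wells and 100% = positive control at its reference dose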
# Platelet DG rel: platelet dense granule release activity; human platelet-rich plasma, SFLLRN dense granule ATP release, luminescence; inhibition, %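 (compounds screened at 7.5 µM in platelet-rich plasma)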; 300,000 tested, 0.22% active;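 active = mean replicate score, as percent of positive control, at or above 50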
# KLF5 inh: kruppel-like factor 5 inhibition | DLD-1 KLF5 promoter-luciferase reporter, luminescence | inhibition, % at 5 µM | 290,000 tested, 0.23% active;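 active = inhibition above a per-plate limit of that plate's mean compound inhibition plus 3 SD, cut at about 60% in these data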;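 also: 0% = DMSO wells and 100% = LY294002 at 200 µM; higher means less KLF5 promoter-driven luciferase light; inactives centre near -14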
# HSF1 inhib: HSF1 inhibition | activity change, negative = inhibition, % at 7.5 µM (by protocol) | AID 2098 | NIH3T3-HGL HSE-luciferase, MG132-induced, luminescence 8 h; hits give low values | 300,000 tested, 0.77% active;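 active = more than half of replicate wells show activity change below -50%, luminescence cut by over half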;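 also: luciferase reports HSF-1 transcriptional activity via heat shock element; 0% = median of DMSO wells and -100% = zero luminescence signal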
# HSP90 refold inh: HSP90 refolding inhibition in rabbit reticulocyte lysate; AID 1789; inhibition, % at 5.6 µM; luciferase refolding luminescence, 3 h; 290,000 tested, 0.91% active;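 active = inhibition above the screen-wide mean plus 3 SD, computed separately per campaign, cut at about 16% in these data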;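 also: 0% = DMSO wells and 100% = 60 µM geldanamycin wells; inhibitors lower the luminescence because luciferase stays unfolded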
# IEC-6 cytotox: IEC-6 cytotoxicity, counter-screen for KLF5 inhibitors; luminescence viability; inhibition, % at 5 µM; 290,000 tested, 0.78% active; in the data active = inhibition above about 22%;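 also: 0% = plate median of test compound wells and 100% = cytotoxic reference compound wells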
# Starred values were filed as active, the others as inactive; / = not tested or not shown.
SMILES,HIF activator,HSF1 activator,AI-2 QS modul,aSyn 5UTR inh,SKKanGAS inh,Platelet DG rel,KLF5 inh,HSF1 inhib,HSP90 refold inh,IEC-6 cytotox
COc1ccc(S(=O)(=O)N2CCCCCC2)cc1NC(=O)c1c2c(nc3ccccc13)CCN(Cc1ccccc1)C2,-0.8,-3,0,4,6,-4,-41,-2,3,-1
CC(=O)c1cc2c(cc1NC(=O)CN1CCC(Cc3ccccc3)CC1)OCO2,-1.7,2,4,0,-6,-1,-37,-1,-3,-4
Cc1cc(C)nc(-n2cc(C(=O)c3cc(F)ccc3O)cn2)n1,0.3,24,25,-34,10,-15,-18,5,-4,-9
COc1ccc(CCC(=O)NCC(=O)OCc2ccccc2)cc1,0.4,-3,19,14,-5,10,-34,3,-3,0
Cc1nnc2nc(-c3ccccc3)nc(-c3ccccc3)n12,-3.2,-2,10,35,-2,0,-7,0,1,2
CN(Cc1ccc(F)cc1)Cc1nc(CCc2ccccc2)no1,-0.1,-5,13,-9,7,-2,-33,-6,1,-3
C=C(C)C(=O)Nc1cccc(C2=NOC3(C2)C[C@@H](C(N)=O)N(C(=O)C(=C)C)C3)c1 (some centres undefined),0.1,2,11,-5,-1,-2,/,-3,/,/
COC(=O)C(C)n1cnc2c(nnn2-c2ccc(C)cc2)c1=O (centres undefined),0.3,-2,-11,3,-3,11,-9,-3,-1,-2
Cc1ccc2nc(C(=O)N3CCc4c([nH]c5ccccc45)C3c3ccccn3)cn2c1 (centres undefined),0.5,15,28,-15,11,-1,-7,2,1,11
COc1ccc(OC)c(NC(=O)C2CCCN(S(=O)(=O)c3c(C)noc3C)C2)c1 (centres undefined),-0.8,-11,24,-4,-4,0,-9,3,-1,1
CCCn1c(SCC(=O)NC(=O)NC(C)(C)C)n[nH]c1=O,-0.3,3,21,-15,-4,14,5,-2,0,-2
CCC(Sc1nc(C)cc(C)n1)C(=O)Nc1ccc(S(N)(=O)=O)cc1 (centres undefined),-0.3,-46,5,11,2,0,-22,-24,2,3
CC(C)(C)NCC(O)COc1cccc2[nH]c(=O)[nH]c12 (centres undefined),-0.1,7,4,-15,1,8,/,1,/,/
C/C(=N\NC(=O)C1(C)CC1(Br)Br)c1cccc(NC(=O)c2ccc(C)o2)c1 (centres undefined),0.0,-6,24,3,6,-6,-22,9,-5,2
COc1ccc(N2CCN(C(=O)Cc3coc4cc(C)ccc34)CC2)cc1,-0.6,-7,9,11,-3,6,-5,2,-4,5
CCC(=O)Oc1ccc(-c2nc(-c3cccnc3)no2)cc1,0.7,11,16,-47,56*,81*,-62,15,1,6
COc1ccccc1NC(=O)C1CC(C(C)C)OC1=O (centres undefined),-2.5,-14,-4,-15,-1,8,/,-4,/,/
CCc1sc2nc(SCC(=O)Nc3cc(C)on3)n(-c3cccc(OC)c3)c(=O)c2c1C,-0.4,-9,-3,39,6,23,-5,5,-4,1
CCOC(=O)c1c(C)[nH]c(C)c1S(=O)(=O)NCc1ccc(OCC)cc1,0.0,13,20,-5,4,5,-21,0,-1,-2
O=C(Nc1ccc(C(=O)N2CCN(c3ccccc3F)CC2)cc1)C1=CSCCO1,-0.2,1,11,-19,-5,3,-37,-1,0,2
COc1ccc(/C=N/NC(=O)c2ccncc2)cc1CN1CCCc2ccccc21,-0.8,34,33,18,8,1,-16,-1,4,-3
Cc1ccc(S(=O)(=O)N(CC(=O)NC2CC2)c2ccc(C)c(Cl)c2)cc1,-0.2,-9,1,5,-10,15,1,1,-3,4
O=C(CSc1nc2ccccc2c(=O)n1Cc1ccc(C(=O)NC2CC2)cc1)NCc1ccco1,-0.3,-6,23,14,-10,-8,-32,-4,5,-10
CCN(CC)C(=O)CCSc1nnc(-c2ccncc2)o1,-0.3,-17,7,14,-4,-6,-26,-5,4,2
CCC(=O)Nc1nc2c(s1)COc1ccccc1-2,0.3,-11,10,-31,-12,2,-36,1,-3,6
Cc1ccc(S(=O)(=O)N2CCOCC2)cc1NC(=O)COC(=O)C1=COCCO1,-1.2,-4,24,-4,16,-6,/,-5,/,/
CN(C)S(=O)(=O)N1CCN(S(=O)(=O)N(C)C)CC1,-0.4,/,10,-11,2,-5,8,/,-1,1
O=C(CCc1ccccc1)Nc1ccc(NC(=O)C2CCCCC2)nc1,-0.4,6,18,-13,5,2,-42,-8,0,-7
CCO[C@H]1OC(C(=O)N2CCN(C)CC2)=C[C@@H](c2coc3ccccc3c2=O)[C@@H]1CCCO,-16,0,21,-3,3,-6,-30,-2,10,-3
CCCCN(Cc1ccccc1)C(=O)C1CCN(S(=O)(=O)c2c(C)noc2C)CC1,-0.3,6,21,16,-1,-4,-33,-5,4,-1
O=C(NCc1ccco1)c1nc2ccccc2s1,1.8,7,18,-107,-4,-3,-6,2,1,-5
CN(C)C(=O)c1ccc(NC(=O)c2ccccc2Sc2ccccc2C#N)cc1,-55,10,11,0,-8,-20,-19,-7,-3,-2
CSc1ccccc1C(=O)Nc1cc(C)cc(C)c1,-1.0,-4,-5,-26,-1,5,-5,-4,-2,2
O=C(CSc1nc(-c2ccccc2)cs1)N1CCc2ccccc21,0.2,45,23,-1,2,5,-45,7,0,3
CC(C)(C)NC(=O)/C(=C\c1ccco1)NC(=O)c1cccs1,-0.2,-2,27,-5,-3,9,-9,2,-2,3
O=C(Nc1ccc(C(F)(F)F)cc1)c1ccc2ncsc2c1,3.7,26,33,-167,-3,-3,-156,6,3,-5
C=CCC(c1ccccc1F)N(CCN1CCOCC1)C(=O)Nc1cccc(Cl)c1 (centres undefined),0.2,15,4,-6,-3,9,0,3,4,-1
NS(=O)(=O)c1cccc(NC(=O)CC23CC4CC(CC(Br)(C4)C2)C3)c1,-0.3,10,7,8,-1,-12,-1,4,1,7
O=C(CCNC(=O)c1ccc(Br)cc1)Nc1nccs1,0.1,4,13,-4,0,1,-6,4,0,-4
CC(=O)c1c(O)c2ccccc2n(Cc2ccccc2)c1=O,-0.3,-13,-1,6,1,6,-20,-6,0,2
COc1ccc(-c2noc(COc3ccc4ccccc4c3Br)n2)cc1OC,-0.5,35,-4,-30,1,-3,-17,13,0,-1
O=S(=O)(c1ccc2ccccc2c1)N1CCN(C2CCN(Cc3ccccc3)CC2)CC1,-0.4,4,17,38,2,3,-8,-2,1,5
COc1ccc(NC(=O)Cn2cccc2)c(OC)c1,-0.5,7,15,15,1,-4,-10,1,3,5
Cc1cc(C(=O)NC2CC2)c2ccccc2n1,-0.1,6,18,-11,6,22,-2,-1,2,6
COc1ccc(-n2nc(C(=O)NCC(=O)N3CC(C)CC(C)C3)c3ccccc3c2=O)cc1 (centres undefined),0.1,0,20,-10,10,-2,-22,-2,1,-2
CC(=O)c1cccc(CN2CCc3ccc(NC(=O)C4CCCO4)cc3C2)c1 (centres undefined),0.1,2,5,-13,-1,1,-28,-5,-6,1
CCN(C(=O)c1cccc(NC(=O)c2ccccc2)c1)C1CCCCC1,-0.1,5,29,9,15,9,5,0,-5,6
CC(=O)c1ccc(N2CCN(C(=O)c3ccc4ccccc4n3)CC2)cc1,0.0,-7,8,33,5,0,0,8,0,-3
O=C(C1CCC1)N1CCN(c2cccc(C(F)(F)F)c2)CC1,0.3,9,6,3,-6,-2,-46,-6,8,6
Cc1nn2cc(-c3cccc(Cl)c3)cnc2c1Cl,4.1,8,12,-58,-3,9,-1,3,1,3
O=C(CSc1nnc(Cc2ccccc2)o1)Nc1ccc(Br)cn1,0.5,-4,10,-34,-4,-5,-29,2,1,2
CC1CCN(C2CCN(S(=O)(=O)c3ccc(F)cc3)CC2)CC1,-0.2,11,2,-16,-7,-1,-11,1,3,2
COc1ccc(S(=O)(=O)N(C)CC(=O)NCc2cccnc2)cc1,1.3,-27,-6,0,1,0,4,-10,0,0
CC1(C)C(O)=C(c2nc3ccccc3[nH]2)C(=N)N1c1ccccc1,0.4,32,25,-13,25,5,-22,-2,6,0
Cc1ccc(-c2[nH]c(-c3ccc(Cl)cc3)nc2SCC(=O)NCC2CCCO2)cc1 (centres undefined),-0.3,-19,9,-46,13,4,-8,-5,5,-1
O=C(COC(=O)CN1C(=O)c2cccc([N+](=O)[O-])c2C1=O)NC1CCS(=O)(=O)C1 (centres undefined),-0.2,-1,18,-8,-6,8,1,-8,3,-2
Cc1noc(C)c1CSc1nc2ccccc2[nH]1,-0.6,0,23,-22,-2,1,-12,2,1,3
CC1CCCCC1NC(=O)CCCc1nc2ccccc2c(=O)[nH]1 (centres undefined),-0.3,2,22,34,-12,5,-34,0,0,0

# Gathered by group: those above containing an aryl methoxy group.
SMILES,HIF activator,HSF1 activator,AI-2 QS modul,aSyn 5UTR inh,SKKanGAS inh,Platelet DG rel,KLF5 inh,HSF1 inhib,HSP90 refold inh,IEC-6 cytotox
COc1ccc(S(=O)(=O)N2CCCCCC2)cc1NC(=O)c1c2c(nc3ccccc13)CCN(Cc1ccccc1)C2,-0.8,-3,0,4,6,-4,-41,-2,3,-1
COc1ccc(CCC(=O)NCC(=O)OCc2ccccc2)cc1,0.4,-3,19,14,-5,10,-34,3,-3,0
COc1ccc(OC)c(NC(=O)C2CCCN(S(=O)(=O)c3c(C)noc3C)C2)c1 (centres undefined),-0.8,-11,24,-4,-4,0,-9,3,-1,1
COc1ccc(N2CCN(C(=O)Cc3coc4cc(C)ccc34)CC2)cc1,-0.6,-7,9,11,-3,6,-5,2,-4,5
COc1ccccc1NC(=O)C1CC(C(C)C)OC1=O (centres undefined),-2.5,-14,-4,-15,-1,8,/,-4,/,/
CCc1sc2nc(SCC(=O)Nc3cc(C)on3)n(-c3cccc(OC)c3)c(=O)c2c1C,-0.4,-9,-3,39,6,23,-5,5,-4,1
COc1ccc(/C=N/NC(=O)c2ccncc2)cc1CN1CCCc2ccccc21,-0.8,34,33,18,8,1,-16,-1,4,-3
COc1ccc(-c2noc(COc3ccc4ccccc4c3Br)n2)cc1OC,-0.5,35,-4,-30,1,-3,-17,13,0,-1
COc1ccc(NC(=O)Cn2cccc2)c(OC)c1,-0.5,7,15,15,1,-4,-10,1,3,5
COc1ccc(-n2nc(C(=O)NCC(=O)N3CC(C)CC(C)C3)c3ccccc3c2=O)cc1 (centres undefined),0.1,0,20,-10,10,-2,-22,-2,1,-2
COc1ccc(S(=O)(=O)N(C)CC(=O)NCc2cccnc2)cc1,1.3,-27,-6,0,1,0,4,-10,0,0

# Three entries out of the list above, sorted by the number in HSF1 activator, high to low.
canonical_smiles | HSF1 activator
CC1CCN(C2CCN(S(=O)(=O)c3ccc(F)cc3)CC2)CC1 | 11
Cc1nn2cc(-c3cccc(Cl)c3)cnc2c1Cl | 8
O=C(CSc1nnc(Cc2ccccc2)o1)Nc1ccc(Br)cn1 | -4

# High-throughput results from PubChem.
